Assay outcomes from PubChem.
VIM-2 inhibitor: inhibitors of Pseudomonas aeruginosa VIM-2 metallo-beta-lactamase. purified VIM-2, nitrocefin hydrolysis, epi-absorbance fluorescence. inhibition, % at 5.6 µM. 0.89% of 290,000 active. AID 1527;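 active means inhibition above the mean of all tested compounds plus 3 SD, cutoff set per screening run, cut at about 7.5% in these data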;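 further: red hydrolysis product quenches plate fluorescence so inhibitors raise well fluorescence; 0% = enzyme with DMSO and 100% = DMSO without enzyme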
PfM18AAP inh: blocks P. falciparum M18 aspartyl aminopeptidase. inhibition, % at 7.35 µM. recombinant PfM18AAP, H-Glu-NHMec fluorogenic cleavage. 1.2% of 290,000 active. AID 1822;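 active means inhibition above the campaign mean inhibition over all tested compounds plus 3 SD, cut at about 28% in these data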;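 further: 0% = plate median of test compound wells and 100% = 2 mM ZnCl2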
IMP-1 inhibitor: inhibitors of Pseudomonas aeruginosa IMP-1 metallo-beta-lactamase; purified IMP-1, nitrocefin hydrolysis, epi-absorbance fluorescence; inhibition, % at 5.6 µM; 0.45% of 290,000 active;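 active means inhibition above the mean plus 3 SD of all compounds in the same screening run, cut at about 4.5% in these data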;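 further: 0% = IMP-1 with DMSO and 100% = DMSO wells lacking enzyme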
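System: purified IMP-1; amount: IMP-1 0.2 nM before substrate addition; compound: single dose, 5.6 µM; times: 25 °C, 15 min preincubation, 25 min reaction; signal: Epi-absorbance via hydrolysed-nitrocefin quenching of white-plate fluorescence, 480/530 nm, EDTA stop; benchmarks: DMSO with and without IMP-1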
SUMO HTRF inh: SUMOylation inhibition; 0.36% of 290,000 active; P63279; inhibition, % at 35 µM; HTRF SUMOylation assay, SAE1/SAE2 + UBC9, in vitro; in the data active means inhibition above about 50%, passing the limit was not always enough; further: strong numbers were not always called active
IDE inh: inhibitors of human insulin-degrading enzyme in cells; HEK cells, FAbetaB cleavage, fluorescence polarization; inhibition, % at 5.59 µM; 0.41% of 320,000 active; AID 434962;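 active means percent inhibition above the average of all tested compounds plus 3 SD, set per screening campaign, cut at about 16% in these data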;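 further: IDE supplied by intact live HEK cells; FP after avidin binding of uncleaved biotin substrate so inhibition keeps polarization high; 0% = DMSO wells and 100% = 60 µM reference IDE inhibitor Ii1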
Target sequence (P14735 whole entry, looked up): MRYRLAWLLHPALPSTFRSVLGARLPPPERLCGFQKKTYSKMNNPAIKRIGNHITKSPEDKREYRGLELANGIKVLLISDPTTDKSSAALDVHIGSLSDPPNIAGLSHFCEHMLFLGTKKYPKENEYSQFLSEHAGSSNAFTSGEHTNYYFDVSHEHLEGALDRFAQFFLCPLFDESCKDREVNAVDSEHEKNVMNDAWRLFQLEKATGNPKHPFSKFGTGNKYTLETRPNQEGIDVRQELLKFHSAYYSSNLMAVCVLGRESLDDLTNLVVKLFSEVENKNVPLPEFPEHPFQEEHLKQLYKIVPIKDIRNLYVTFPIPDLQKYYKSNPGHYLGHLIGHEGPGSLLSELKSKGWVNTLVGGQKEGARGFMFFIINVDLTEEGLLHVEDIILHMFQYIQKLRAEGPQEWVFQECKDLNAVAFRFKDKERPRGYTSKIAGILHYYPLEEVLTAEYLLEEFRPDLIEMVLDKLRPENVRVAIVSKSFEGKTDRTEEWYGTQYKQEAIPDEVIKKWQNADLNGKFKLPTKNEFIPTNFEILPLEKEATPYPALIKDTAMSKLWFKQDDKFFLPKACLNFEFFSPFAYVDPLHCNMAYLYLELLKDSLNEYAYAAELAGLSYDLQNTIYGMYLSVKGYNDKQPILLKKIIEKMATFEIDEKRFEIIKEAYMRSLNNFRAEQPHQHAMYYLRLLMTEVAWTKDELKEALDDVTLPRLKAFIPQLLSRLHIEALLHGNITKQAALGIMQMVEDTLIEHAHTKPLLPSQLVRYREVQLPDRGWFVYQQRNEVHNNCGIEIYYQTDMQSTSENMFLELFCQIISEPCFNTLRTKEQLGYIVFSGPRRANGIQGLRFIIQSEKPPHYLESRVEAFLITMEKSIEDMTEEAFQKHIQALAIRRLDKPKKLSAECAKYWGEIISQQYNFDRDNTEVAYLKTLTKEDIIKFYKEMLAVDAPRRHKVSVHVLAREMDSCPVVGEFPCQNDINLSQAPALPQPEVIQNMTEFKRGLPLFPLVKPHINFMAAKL
FID counter: counter-screen for HCV NS3 helicase inhibitors: DNA intercalator displacement | AID 1845 | DNA fluorescent intercalator displacement, fluorescence | inhibition, % at 7.9 µM | 0.17% of 290,000 active; in the data active means inhibition above about 37%;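 further: 0% = vehicle and 100% = reference compound; higher means more ethidium bromide displaced from hairpin DNA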
IDE cell activ: activators of human insulin-degrading enzyme in cells. P14735. HEK cells, FAbeta-B cleavage, fluorescence polarization; 0% vehicle, 100% cell-free pure enzyme wells. activation, % at 5.96 µM. 0.073% of 340,000 active. AID 493087;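 active means activation above the mean of all tested compounds plus 3 SD, set per screening campaign, cut at about 17% in these data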
p-CIP stab down: compounds decreasing mouse p/CIP protein stability; F442A p/CIP-EGFP cells, EGFP fluorescence, 16 h; decrease of EGFP signal, % at 10 µM; 0.01% of 290,000 active; Q05BA5;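 active means EGFP signal decrease of at least 30% at 10 µM or well 3 SD below plate mean, unless failing retest; inactive means the rest, including hits failing retest or dose response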; further: some compounds called inactive have numbers as strong as hits; many of its hits are not listed in these tables
HCV NS3 hel inh: blocks Hepatitis C virus NS3 helicase unwinding; NS3 helicase DNA unwinding, Cy5 molecular beacon fluorescence; AID 1800; inhibition, % at 10.9 µM; 0.56% of 290,000 active;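 active means inhibition above the mean of all tested compounds plus 3 SD, set per campaign, cut at about 35% in these data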;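 further: 0% = DMSO wells and 100% = thioflavine S control wells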
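Control set: DMSO versus 110 µM thioflavine S; Material: NS3 helicase fragment of HCV; Measured by: Cy5 fluorescence at 0 and 60 min, beacon hairpin quenching; Read-out basis: percent inhibition from t60/t0 fluorescence ratio; Times: reaction time 60 min, 25 °C; Repeats: single replicate; Compound dosing: single dose, 10.9 µM nominal final, DMSO 0.8% final.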
Numbers without * were called inactive; x = no result given. This is a random part of the collection, and some 3.6% of all compounds hit somewhere here.

SMILES	VIM-2 inhibitor	PfM18AAP inh	IMP-1 inhibitor	SUMO HTRF inh	IDE inh	FID counter	IDE cell activ	p-CIP stab down	HCV NS3 hel inh
O=C(CCc1ccccc1)NNC(=O)COc1ccccc1	-2.8	20	-2.8	18	-1	-6	4	-6	5
CCOCCCN(C(=O)Cn1nnc(-c2ccc(C)o2)n1)C(C(=O)NC1CCCC1)c1ccco1 (configuration not stated)	-1.5	5	2.5	1	9	-49	5	-16	17
CCCN1CCC(=O)N(CCSc2ccccc2)CC1	-1.4	-2	-3.6	-1	-1	-9	4	-17	7
COc1ccccc1N1CCN(C(=O)Cc2ccc(Cl)cc2)CC1	-3.5	3	-2.2	-9	1	-35	-3	3	-6
O=C(CSc1nc2ccccc2c(=O)n1CCCN1CCOCC1)N1CCN(c2ccccc2)CC1	-1.9	-3	-3.6	18	5	5	-7	-4	8
CNC(=O)c1sccc1SCc1ccc(Cl)cc1Cl	-5.5	-4	-4.8	6	-1	-10	-1	-2	2
O=C(/C=C/c1ccco1)NC(=S)Nc1ccc(O)c(-c2nc3ccccc3s2)c1	-1.9	3	1.7	x	-1	-4	1	1	24
Cc1ccc2oc3c(c(=O)c2c1)C(c1cccc(Br)c1)N(Cc1ccco1)C3=O (configuration not stated)	-1.1	-10	-5.2	-12	x	0	-1	-7	7
O=C(O)c1ccc(NC(=S)NC(=O)c2cccnc2)cc1	1.5	14	-1.2	12	1	-2	3	-6	-9
CC(C)CN(C(=O)COC(=O)c1ccccc1SCC(=O)NC1CCCCCC1)C1CCS(=O)(=O)C1 (configuration not stated)	-3.4	-4	-0.9	-18	2	-11	-2	10	7
Nc1nc(-c2cccs2)c(NC(=O)c2ccccc2)s1	-1.4	18	-2.4	15	0	0	-18	-8	3
COc1ccc(C(CNC(=O)Cc2cccs2)N(C)C)cc1 (configuration not stated)	-1.6	-7	-1.8	10	6	-9	-2	-3	-1
O=C(Oc1ccc(-c2nc(-c3ccccn3)no2)cc1)c1ccccc1	-1.5	0	-3.8	1	-1	-5	2	5	0
NNC(=O)Cn1c(-c2ccccc2)cc(=O)n2ncnc12	-1.4	-4	-0.8	8	10	-15	1	-3	-12
CC1(C)[C@H]2CC[C@]1(C)[C@@H](OC(=O)C[N+]1(C)CCOCC1)C2	-1.2	-6	-1.6	12	1	-2	3	-5	-9
CC(=O)N1CCCc2cc(S(=O)(=O)NC(C(=O)NC(C)c3ccccc3)C(C)C)ccc21 (configuration not stated)	-1.6	4	-5.0	2	-2	-16	8	-8	1
CN(C(=O)COC(=O)c1ccccc1SCC(=O)NC1CCCCCCC1)C1CCS(=O)(=O)C1 (configuration not stated)	0.5	-7	0.2	-21	-2	-43	0	-8	2
Cc1cc(=O)oc2c1c(C(F)(F)F)nn2-c1ccccc1	-0.9	3	-4.1	-11	0	-3	x	11	9
COc1ccccc1NC(=O)CSc1nc2n[nH]c(C)c2c(=N)n1-c1ccccc1Cl	-0.5	7	-1.9	-19	-1	-6	-6	-10	-18
CCCN1CNc2c(c(=O)[nH]c(=S)n2-c2ccc(Cl)cc2)C1	-2.0	1	-2.3	3	-2	-1	0	6	1
CC(C)NC(=O)CN1C(=O)c2cccc3cccc1c23	-0.5	3	-3.1	26	2	-2	0	-14	4
CC1=NN(C(=O)c2ccccc2Br)C(O)(c2ccc(Cl)cc2)C1 (configuration not stated)	-3.5	19	-3.4	-4	x	-9	6	-2	6
CCC(C)N1C(=O)C2C(C(=O)Nc3cccc(OC)c3)C3C=CC2(O3)C1C(=O)NC1CCCCC1C (configuration not stated)	-0.9	10	0.4	15	-5	-12	3	-2	4
Cc1cccc(NC(=O)CC2C(=O)NC3CCCCC3N2C(=O)c2ccccc2Cl)c1 (configuration not stated)	0.2	-19	4.3	25	2	-26	4	-6	-4
O=C(NCCNC(=O)c1cccs1)c1ccco1	-2.5	-12	-1.4	12	6	-1	-3	-8	1
CCCn1c(=O)c2ccccc2n2c(SCC(=O)c3ccccc3)nnc12	-4.2	5	-5.7	11	1	-7	0	1	3
COc1cc(C2Nc3ccc4ncccc4c3C3=C2C(=O)CCC3)ccc1O (configuration not stated)	-2.9	11	-2.6	23	4	-6	7	3	5
CCCc1cc(=O)oc2cc(OCC(=O)NCC(O)c3ccccc3)ccc12 (configuration not stated)	-0.9	1	42*	5	1	-27	-4	-2	16
O=C1CC(c2ccccc2)CC(O)=C1C=NCCCO (configuration not stated)	-2.6	3	-3.4	15	-2	-1	4	-2	2
Cc1ccc(CNS(=O)(=O)c2ccc(Br)s2)cc1	-0.9	-6	-3.3	-5	5	-18	4	-4	4
CCOc1ccc(S(=O)(=O)N2CCC(C(=O)NCc3ccco3)CC2)cc1C	-1.5	-2	-2.3	1	-5	-32	-2	8	-1
COc1ccc(-c2cc3nc(-c4ccccc4)cc(N4CCC(O)CC4)n3n2)cc1	-1.9	-16	-0.9	28	0	-5	4	-13	3
COc1ccccc1C(=O)NC(=O)Nc1nc(-c2ccccc2)cc(C(F)(F)F)n1	-0.7	-2	-1.6	14	2	-6	8	-10	-2
CC(=O)c1ccc(N(CC(=O)NC2CCCCC2)C(=O)CNC(=O)c2cccs2)cc1	-4.5	8	-4.1	-5	3	-29	-1	-10	13
COc1cccc2cc(C(=O)N3CCN(C45CC6CC(CC(C6)C4)C5)CC3)c(=O)oc12	0.8	-8	-0.9	13	9	6	1	-17	-7
O=S(=O)(c1ccc(N2CCOCC2)cc1)N1CCOCC1	-0.5	0	-2.1	21	9	4	0	-5	11
c1ccc(-c2nnc3sc(-c4csc5c4CCCC5)nn23)cc1	0.4	-8	-2.0	12	1	-3	-1	-6	-13
N#CC(C#N)=C1CCc2ccccc2N1	-0.7	0	-2.3	-7	-1	-5	8	-1	5
Clc1cccc(-c2nnc(SC/C=C/c3ccccc3)n2Cc2ccco2)c1	-0.7	2	-3.0	2	0	-21	-11	4	-10
OC1CCN(c2ncnc3c2nnn3Cc2c(F)cccc2Cl)CC1	-2.0	-3	-1.4	4	0	-8	4	0	-2
O=C(COC(=O)Cc1ccc(-c2ccccc2)cc1)NCc1ccc(F)cc1	2.7	8	1.4	5	1	-16	3	-9	0
N=c1oc2ccc(Cl)cc2cc1C(=O)NC1CCCCCC1	-2.6	2	-2.0	6	3	-5	12	3	4
CCc1nn(CC(=O)O)c(=O)c2ccccc12	-0.3	1	-2.9	-25	6	3	-2	-3	-6
Cc1c(Cl)ccc(S(=O)(=O)NCCN2CCOCC2)c1Cl	-4.1	5	-1.9	13	2	-5	3	-10	2
COc1cc(-c2n[nH]c(=S)n2-c2cc(C(F)(F)F)ccc2Cl)cc(OC)c1OC	-5.1	-5	-3.0	-10	3	-37	3	0	17
O=C(CN1CCCCCC1)Nc1ccccc1Cl	-1.3	3	-6.9	6	11	-4	5	-11	-8
COC(=O)C1=C(C)N(Cc2ccccc2)C(=NCC(C)C)N[C@H]1c1ccccc1	0.0	2	-2.5	3	-2	18	x	-10	-83
O=C(NCc1ccccc1)/C(=C\c1ccc([N+](=O)[O-])cc1)NC(=O)c1ccco1	-1.5	-2	-3.0	2	5	-3	1	8	0

Reprinted at random: two records from the list, in no set order.
SMILES	VIM-2 inhibitor	PfM18AAP inh	IMP-1 inhibitor	SUMO HTRF inh	IDE inh	FID counter	IDE cell activ	p-CIP stab down	HCV NS3 hel inh
COC(=O)C1=C(C)N(Cc2ccccc2)C(=NCC(C)C)N[C@H]1c1ccccc1	0.0	2	-2.5	3	-2	18	x	-10	-83
CCOc1ccc(S(=O)(=O)N2CCC(C(=O)NCc3ccco3)CC2)cc1C	-1.5	-2	-2.3	1	-5	-32	-2	8	-1

(next part)
SMILES	VIM-2 inhibitor	PfM18AAP inh	IMP-1 inhibitor	SUMO HTRF inh	IDE inh	FID counter	IDE cell activ	p-CIP stab down	HCV NS3 hel inh
O=C(Nc1ccccc1C(F)(F)F)c1ccc2nccnc2c1	-1.2	2	-2.2	14	3	-2	2	-8	-1
CC(OC(=O)c1cnc2ccccc2n1)c1ccccc1Cl (configuration not stated)	1.9	-4	-4.0	-4	6	-28	1	5	26
Cc1ccc2cc(C#N)c(N3CCCN(C(=O)C4CCCO4)CC3)nc2c1 (configuration not stated)	-1.0	2	-1.3	38	4	-22	2	-10	3
COc1ccc(-n2cnc3cc(NCc4ccccn4)ccc32)cc1	-2.3	10	-3.0	-13	1	-17	-2	-6	-5
CS(=O)(=O)N1CCN(C(=O)c2cc(-c3cccnc3)nc3ccc(Cl)cc23)CC1	-4.3	3	-2.6	12	-3	-1	1	4	-10
O=[N+]([O-])c1cc(CN2CCCC2)ccc1Sc1ccc(Cl)cc1	-1.1	-2	-1.6	8	-1	11	-6	-13	-34
Cn1c(=O)n(C)c(=O)n(CC(=O)N2CCCCC2)c1=O	-3.0	5	-2.5	-6	2	-2	-5	-3	6
O=C1CN(C(=O)N[C@@H](Cc2ccccc2)C(=O)N[C@@H](Cc2ccccc2)C(=O)O)c2ccccc2N1	1.1	9	1.1	12	0	-39	2	7	36*
O=C1NC(=O)C(c2ccccc2[N+](=O)[O-])=C1Nc1ccc(O)c(Cl)c1	4.8	40*	-1.9	23	-1	-2	7	-2	33
COCCn1c(SCC(=O)N2CCCC2)nnc1C(C)C	-2.7	8	-3.9	22	8	2	3	-13	-8
NC(=O)N/N=C/c1coc2ccc3ccccc3c2c1=O	-3.0	1	-3.5	10	-1	1	-7	-4	-2
CS(=O)(=O)c1cccc(C(=O)NC(c2ccccc2)c2ccccc2)c1	-1.5	10	-2.8	9	0	-15	2	-4	-10
COc1ccccc1C(=O)N/C(=C/c1cccc([N+](=O)[O-])c1)C(=O)Nc1cccc(C(=O)O)c1	0.7	-6	-4.3	12	3	-36	4	8	-4
CCOc1ccccc1N1CCN(S(=O)(=O)CC)CC1	1.4	-2	-2.3	-8	-1	-2	3	2	-1
O=C(CSc1nncn1-c1ccccc1)NC1CCCC1	-3.0	4	-2.7	-7	-2	-6	1	-5	8
CC(=O)c1cc(F)c(N2CCCCCC2)cc1C	-3.3	5	-2.6	-6	4	-4	0	-4	-3
Cc1nc(SCC(=O)Nc2c(C)n(C)n(-c3ccccc3)c2=O)[nH]c(=O)c1C	-1.1	-2	2.1	x	6	-2	0	x	-6
CCc1nc2sc3c(c2c(=S)[nH]1)CC(C)(C)OC3	1.6	9	-1.9	4	x	-10	-5	0	-11
CC1CCCCN1CCNC(=O)C1CCCN(S(=O)(=O)c2cccc3nsnc23)C1 (configuration not stated)	3.4	2	0.2	15	1	6	5	-11	-4
Cc1c(NC(=O)CSc2nnc3sc4ccccc4n23)c(=O)n(-c2ccccc2)n1C	0.1	3	-1.5	-2	-5	-1	8	-12	4
Cc1nnsc1C(=O)NC(C)c1ccccc1 (configuration not stated)	-2.5	2	-3.6	9	2	7	2	-3	-4
NC(=O)[C@@H]1CCCN1Cc1nc(-c2cccs2)no1	-2.6	0	-1.4	19	-2	-3	6	-3	4
CN(CCOc1ccccc1)c1ccc(S(=O)(=O)N2CCCCC2)cn1	-0.8	0	-1.7	11	1	-12	4	-7	-6
